KCNQ2 block: KCNQ2 potassium channel inhibitors, primary screen, cell-based, CHO-K1, FluxOR thallium flux, B-score (AID 2156); 20 min; active compounds read low; B-score at 10 µM; 310,000 tested, 1.1% active;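 active = fluorescence ratio B-score at most minus 3 library SDs, with starting brightness B-score within 2 library SDs, cut at about -5.5 in these data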
Kir21 inh: inhibitors of mouse Kir2.1 inward-rectifier potassium channel | Inward rectifier potassium channel 2 (Mus musculus), P35561 | HEK293-Kir2.1, FluxOR thallium flux fluorescence; active compounds read low | B-score at 10 µM | 310,000 tested, 0.85% active | AID 1672, 2009;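 active = fluorescence ratio B-score at or below minus 3 SD of library scores, with starting-brightness B-score within 2 SD, cut at about -4.2 in these data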;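 also: channel flux triggered by added potassium and thallium sulfate stimulus; B-score of peak minus minimum fluorescence over baseline after thallium stimulus; more negative B-score means stronger Kir2.1 block with less thallium influx; some compounds called inactive have numbers as strong as hits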
Target sequence (P35561 whole entry, looked up): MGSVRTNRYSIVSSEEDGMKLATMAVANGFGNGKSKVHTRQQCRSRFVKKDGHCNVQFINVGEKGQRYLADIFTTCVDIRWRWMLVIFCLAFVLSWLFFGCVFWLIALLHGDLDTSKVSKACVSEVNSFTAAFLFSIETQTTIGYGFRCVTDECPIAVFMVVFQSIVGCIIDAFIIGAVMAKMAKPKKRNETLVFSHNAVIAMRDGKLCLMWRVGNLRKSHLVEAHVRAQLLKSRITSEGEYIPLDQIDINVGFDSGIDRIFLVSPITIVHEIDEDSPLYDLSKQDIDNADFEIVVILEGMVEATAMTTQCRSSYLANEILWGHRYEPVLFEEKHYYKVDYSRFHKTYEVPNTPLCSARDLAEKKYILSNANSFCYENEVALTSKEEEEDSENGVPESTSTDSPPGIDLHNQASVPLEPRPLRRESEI
STK33 kinase inh: inhibitors of purified STK33 kinase, primary screen, biochemical, ADP-Glo luminescence, homogeneous, cell-free; inhibition, % at 10 µM; 320,000 tested, 0.073% active; Serine/threonine-protein kinase 33 (Homo sapiens), Q9BYT3; AID 2661, 2010; MBP phosphorylation;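 active = inhibition at or above 25%, using the most active replicate where run in duplicate; inactive = inhibition below 25%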
Target sequence (Q9BYT3 whole entry, looked up): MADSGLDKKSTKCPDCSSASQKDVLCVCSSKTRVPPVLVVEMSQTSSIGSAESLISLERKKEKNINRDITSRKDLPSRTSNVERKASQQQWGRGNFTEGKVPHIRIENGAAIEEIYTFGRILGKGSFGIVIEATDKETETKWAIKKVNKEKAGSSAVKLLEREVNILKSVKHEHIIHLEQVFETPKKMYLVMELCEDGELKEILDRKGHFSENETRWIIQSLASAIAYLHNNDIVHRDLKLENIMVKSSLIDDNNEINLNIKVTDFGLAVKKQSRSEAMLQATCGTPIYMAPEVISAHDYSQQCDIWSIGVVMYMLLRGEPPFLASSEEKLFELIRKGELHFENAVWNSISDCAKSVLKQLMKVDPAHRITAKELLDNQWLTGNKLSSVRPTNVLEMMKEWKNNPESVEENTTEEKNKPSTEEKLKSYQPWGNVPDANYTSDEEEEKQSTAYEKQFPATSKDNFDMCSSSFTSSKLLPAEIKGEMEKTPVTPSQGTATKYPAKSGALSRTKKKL
Numbers without * were called inactive; i = inactive; · = no result given.

Molecule | KCNQ2 block | Kir21 inh | STK33 kinase inh
CCOc1ccc(/C(C)=N/NC(=O)C(OC)c2ccccc2)cc1 (stereo not given) | i | 1.3 | ·
COc1ccc(NC2CCCN(C(=O)c3ccccc3C(F)(F)F)C2)cc1 (stereo not given) | i | -0.5 | -1.6
O=C(CCNC(=O)c1ccccc1)N/N=C/c1ccc([N+](=O)[O-])cc1 | i | 0.19 | -2.8
O=C(O)CC(C(=O)O)n1nc(-c2ccccc2)cc1-c1ccccc1 (stereo not given) | i | -0.79 | -3.7
O=C(NCc1ccccn1)c1n[nH]c2ccccc12 | i | 2.7 | -1.4
COc1ccc(C(=O)Cn2nnc(-c3ccccc3NC(=O)C3CCCCC3)n2)cc1 | i | 0 | -1.7
Cc1ccc(C)c(N(CC(=O)NC2CCCC2)C(=O)c2oc(C(C)(C)C)cc2C)c1 | -6.6* | -0.38 | -1.8
N#Cc1c(NC(=S)NC(=O)Cc2cccs2)sc2c1CCCCC2 | i | 3.2 | -1.9
Cc1cc(C)n(CC(=O)NC2CCCCC2C)c(=O)c1C#N (stereo not given) | i | 0.33 | 0.0
COc1cccc(C(=O)NNC(=O)Cc2csc(N)n2)c1 | i | -1.6 | -0.2
O=C(/C=C/c1ccc([N+](=O)[O-])cc1)NCCN1C(=O)S/C(=C\c2ccc(F)cc2)C1=O | i | -0.27 | -1.1
CC(=O)Nc1cc(C(=O)NCCN2CCN(Cc3ccccc3)CC2)ccc1Sc1ccc(C)cc1 | i | -0.8 | 0.5
COc1ccc(NC(=O)Cn2c(C)cc(=O)c3cccc(OC)c32)cc1 | i | 1.8 | -3.6
O=C1CC(N2CCN(c3nc4ccccc4s3)CC2)C(=O)N1c1cccc(F)c1 (stereo not given) | i | 0.54 | ·
CC(/C=C1\NC(=S)NC1=O)=C\c1ccccc1 | i | 0.17 | -0.4
CCCC1C2C(=O)N(c3ccccc3OCC)C(=O)C2ON1c1ccccc1 (stereo not given) | i | 1.8 | -1.9
O=CN1CCN(c2ncnc3c2nnn3Cc2c(F)cccc2Cl)CC1 | i | 0.02 | 0.4
Cc1ccc(C)c(NC(=O)CN(C)C(=O)CCN2C(=O)c3ccccc3C2=O)c1 | i | -0.93 | -1.4
CCOC(=O)C1(Cc2ccccc2)C(=O)N(CCCN(C)C)c2ccccc21 (stereo not given) | i | -1.4 | -2.5
Cc1cn(Cc2ccccc2Cn2cc(C)c(=O)[nH]c2=O)c(=O)[nH]c1=O | i | -0.59 | -1.5
COc1cc(NC(=O)CSc2nnc(NC(C)C)s2)cc(OC)c1OC | i | -0.15 | 0.6
COc1ccc(-c2cc(C(F)(F)F)nc(-n3cncn3)n2)cc1 | i | -2.7 | -2.5
Cc1sc2ncnc(N/N=C/c3ccc(O)cc3)c2c1C | i | -0.15 | 18
CC(C)(C)C(=O)COC(=O)c1cc2ccccc2cc1O | i | 1.5 | -2.3
O=C(CN(C1CCCCC1)C1CCCCC1)N1CCc2ccccc2C1 | -8* | -1.7 | -0.1

Further compounds
Molecule | KCNQ2 block | Kir21 inh | STK33 kinase inh
O=C(NCC(=O)N1CCOCC1)c1ccccc1 | i | 1 | -0.6
Cc1ccc(CN2C(=O)C(Cc3ccccc3)Nc3ncnc(N4CCCCC4)c32)cc1 (stereo not given) | i | 1.6 | -1.5
O=C(COC(=O)C1=Cc2ccccc2OC1)NC1CCCC1 | i | 0.95 | -2.6
Cc1cc(F)c(F)c(C(=O)N2CCOCC2)c1 | i | -1.6 | -1.2
O=C(CN1C(=O)C2(OCCCO2)c2ccccc21)NCc1ccccc1 | i | -0.75 | -0.3
CC(C)c1ccc(NC(=O)CSc2nc3ccsc3c(=O)n2Cc2ccc(C(=O)O)cc2)cc1 | i | -0.11 | -1.4
COC(=O)c1nn(-c2cccc(Cl)c2)cc(OC)c1=O | i | 1.7 | 0.4
O=C(NCc1ccco1)/C(=C/c1ccco1)NC(=O)c1ccccc1 | i | -0.49 | -0.1
O=C(NC1CCC(O)CC1)c1ccc(S(=O)(=O)NCc2ccco2)cc1 (stereo not given) | i | 3.4 | -3.7
O=C(CCn1cnc(-c2ccccc2)c1-c1ccccc1)N/N=C/c1ccccc1O | i | 0.04 | -1.7
CCO[C@@H]1OC(C(=O)O)=C[C@H](c2ccccc2)[C@H]1CCCO | i | 0.2 | -1.0
O=C1CSC(c2cccc([N+](=O)[O-])c2)N1c1ccc(O)cc1 (stereo not given) | i | -0.34 | -0.2
COc1ccc(NCc2nnc(SCC(=O)c3ccc(OC)cc3)n2C)cc1 | i | -0.01 | 0.0
CN(C(=O)c1ccc(OC2CCN(S(=O)(=O)N(C)C)CC2)cc1)C1CCCCC1 | i | -0.05 | 1.7
Cc1ccc(-c2nnn(CC(=O)N(c3ccccc3F)C(CC(C)C)C(=O)NCC3CCCO3)n2)cc1 (stereo not given) | i | 1.9 | -1.1
CN1CCN(C(=O)C2=C[C@H](c3ccc4c(c3)OCO4)C[C@H](OCCCCO)O2)CC1 | i | -1.5 | -0.3
O=C(NCCC(c1ccccc1)c1ccccc1)c1cccs1 | i | -3.2 | 0.2
Cc1occc1C(=O)N/N=C/c1ccc(-c2cccc([N+](=O)[O-])c2)o1 | i | 0.3 | 1.2
Cc1cc(=O)[nH]c(Nc2ccc(C(=O)OC(C)C)cc2)n1 | i | -0.54 | -1.6
O=C(O)CCCN1C(=O)C2C3c4ccccc4C(c4ccccc43)[C@@H]2C1=O (stereo not given in full) | i | 1.5 | 0.4
O=C(c1ccco1)N1CCN(Cc2ccc(Br)cc2)CC1 | i | 2.2 | -0.2
Cc1cccnc1NC(=S)Nc1ccc(F)cc1F | i | 2.4 | -1.2
CCSc1c([N+](=O)[O-])c(=O)n(-c2ccccc2)c2ccccc12 | i | 1.2 | -1.2
O=C(Nc1ccc2c(c1)OCO2)c1cc2nc(C3CC3)cc(C(F)(F)F)n2n1 | i | -0.83 | ·
Cc1ccc(C)c(NS(=O)(=O)c2ccc(NC(=O)c3ccco3)cc2)c1 | i | 0.58 | 0.1

(more compounds)
Molecule | KCNQ2 block | Kir21 inh | STK33 kinase inh
CC(=O)Nc1ccc(NC(=O)c2ccccc2F)cc1 | i | -0.5 | -0.8
CCOC(=O)CCCNC(=O)COC(=O)c1ccc(O)cc1 | i | 1.2 | -1.2
O=C(Nc1ccc(F)cc1)c1sc(Cl)nc1-c1ccccc1 | i | -1.8 | -1.3
O=C(NC1CCS(=O)(=O)C1)c1ccc(Br)o1 (stereo not given) | i | -0.71 | 0.0
O=C(CC1C(=O)NCCN1Cc1cccc(C(F)(F)F)c1)NCCc1cnccn1 (stereo not given) | i | 1.3 | 0.0
COc1ccc(/C=C/C(=O)NC2CCCCCCC2)cc1S(=O)(=O)N1CCOCC1 | i | 0 | -0.7
COc1cc(C(=O)NCC(=O)N/N=C/c2cccc(OC(=O)c3ccco3)c2)cc(OC)c1OC | i | 0.86 | 1.2
Cc1cc(/C=C2/NC(=O)N(c3ccccc3)C2=O)c(C)n1C(C)C | i | -1.4 | 0.2
COc1ccc(-c2c(NC(=O)c3ccco3)oc3ccccc3c2=O)cc1 | i | -0.29 | 5.9
COc1ccc(CCNC(=O)CSCc2n[nH]c(=O)[nH]2)cc1OC | i | 0.62 | 0.3
CC(C)(O)C#Cc1ncc(C(F)(F)F)cc1Cl | i | 1.1 | 16
CC1CCCN(C(=O)COC(=O)C2CCN(S(=O)(=O)c3c(Cl)cccc3Cl)CC2)C1 (stereo not given) | i | -2.5 | -0.5
Cc1ccc(NC(=S)N(Cc2ccccc2)C(C)C)cc1 | i | 1.1 | -1.1
CCOc1nc(-c2ccccc2)ccc1-c1noc(-c2ccncc2)n1 | i | -0.16 | -0.1
CCS(=O)(=O)c1nc(S(=O)(=O)c2ccc(Cl)cc2)c(N2CCc3ccccc3C2)s1 | i | -0.6 | -1.5
Cc1cccc(N(C(=O)c2snc(C(N)=O)c2N)C(C(=O)NC2CCCC2)c2ccc(C)o2)c1 (stereo not given) | i | 0.03 | 0.1
O=C(Cc1ccc(S(=O)(=O)N2CCCC2)s1)N1CCN(c2ccc(F)cc2)CC1 | i | 0.78 | -0.8
COc1cccc(N=Nc2c(=O)[nH]n3c(=O)c4c([nH]c23)CCC4)c1 | i | 2 | -1.0
COc1cc(C(c2oc(CO)cc(=O)c2O)c2oc(CO)cc(=O)c2O)cc(OC)c1OC | i | 0.67 | -1.7
Cc1sc2ncn(CC(=O)N(C)C3CCCCC3)c(=O)c2c1C | i | 1 | ·
C/C(=N\NC(=S)NCc1ccccc1)c1ccco1 | i | -0.8 | -0.7
O=C(c1cccs1)N1CCN(Cc2ccccc2)CC1 | i | -0.7 | ·
O=C(CC1SCCNC1=O)Nc1cccc(Cl)c1 (stereo not given) | i | -2 | -2.3
Cc1c(O)cc2n(c1=O)-c1ccccc1C2(C)C | i | 1 | -1.6
COc1ccc(N(C)C(=O)c2cc3c(Cl)nc4ccccc4c3s2)cc1 | -9.5* | -0.32 | 0.1

Further entries:
Results follow in this order: KCNQ2 block	Kir21 inh	STK33 kinase inh
- CCCN1CCC(=NNC(=O)CSc2cc(C)c(Br)cc2C)CC1
  i	0.91	-1.9
- Cc1ccc(-c2ccc(/C=N\NC(=O)c3cc4c(ccc5ccccc54)o3)o2)cc1[N+](=O)[O-]
  i	-0.39	0.6
- Cc1nnc2c(N3CCN(CCO)CC3)nc3ccccc3n12
  i	-0.11	0.0
- CC(C)CN(C(=O)c1cccc(S(=O)(=O)N2CCCCC2)c1)C1CCS(=O)(=O)C1 (stereo not given)
  i	-0.66	9.3
- O=C(OCC#CCSc1nnc(-c2cccc3ccccc23)o1)c1cccs1
  -5.8*	-0.19	-1.2
- COCC1CCN(C(=O)c2ccc(OC3CCN(Cc4ccccn4)CC3)cc2)C1 (stereo not given)
  i	1.6	-1.1
- NC(=O)c1cc(S(=O)(=O)NC2CCCCC2)co1
  i	0.73	0.0
- Cc1c(NC(=O)C(C)Sc2n[nH]c(N)n2)c(=O)n(-c2ccccc2)n1C (stereo not given)
  i	-0.56	-1.2
- COC(=O)c1cc(OC)c(OC)cc1NC(=O)Cn1nnc(-c2ccccc2Cl)n1
  i	-0.01	-0.7
- Cc1cc(C)nc(NC2=NCC(=O)N2c2cccc(Cl)c2)n1
  i	-1.4	·
- CSc1ccc(C(=O)C2CCCN(C(=O)Cn3cnnn3)C2)cc1 (stereo not given)
  i	-0.01	0.7
- COc1ccc(N(C(=O)c2snc(C(N)=O)c2N)C(C(=O)NCc2ccc(F)cc2)c2ccc(C)o2)c(OC)c1 (stereo not given)
  i	1.7	0.3
- Cc1nc2ccccc2c(=O)n1NC(=O)c1ccccc1Cl
  i	1.9	-1.2
- CC(CC(F)(F)F)N1CCC(n2nccc2NC(=O)CCOc2ccccc2)CC1 (stereo not given)
  i	1.2	-0.2
- COc1ccc(OCCCC(=O)OCC(=O)Nc2ccc(Cl)cn2)cc1
  i	-0.05	-1.2
- CN=C1C([N+](=O)[O-])=CC=C2C1=NC1(CCCCC1)N2O
  i	2	0.5
- Cc1ccc(CCNC(=O)C2CCCN(S(=O)(=O)c3c(C)nn(C)c3C)C2)cc1 (stereo not given)
  i	-1	-0.3
- COc1ccc(OC)c(CCNC(=O)c2ccc(CS(=O)Cc3ccc(Cl)cc3)o2)c1 (stereo not given)
  i	0.01	-0.6
- COc1cc(OC)c(OC)cc1/C=N/NC(=O)c1ccc(CSc2nc(C)cc(C)n2)cc1
  i	-0.05	-0.6
- Cn1ccnc1C1CCCCN1C(=O)c1cc(COc2ccc(F)cc2Cl)on1 (stereo not given)
  i	-0.3	-0.7
- CCn1cc(/C=N\NC(=O)c2ccc(F)cc2)cn1
  i	1.4	0.1
- CC(=O)c1c(C)nn(-c2ccccc2)c1C
  i	-0.64	-0.1
- Nc1nc(-c2cccnc2)nn1C(=O)c1ccc(F)cc1
  i	0.1	·
- O=C(CN1C(=O)C2CC=CCC2C1=O)NCC1COc2ccccc2O1 (stereo not given)
  i	-0.06	-1.4
- CCOc1cc(C2C3=C(CCCC3=O)Nc3ccc4ncccc4c32)ccc1O (stereo not given)
  i	-0.28	0.7
- CC(C)=CCN1CCN(Cc2nc(-c3ccc(F)cc3)cs2)CC1CCO (stereo not given)
  i	-1.4	·
- Cc1ccccc1CNC(=O)/C=C\C(=O)O
  i	-1	-0.4
- Cc1ccnc(NC2OC(=O)c3ccccc32)c1 (stereo not given)
  i	0.73	-0.9
- O=C(CSc1nccc(=O)[nH]1)Nc1ccc(S(=O)(=O)N2CCOCC2)cc1
  i	-3.2	1.0
- O=C(NCc1ccccc1OC(F)(F)F)C1CCC(=O)N(Cc2cccc(F)c2)C1 (stereo not given)
  i	-0.19	-1.3

3 entries out of the list, sorted by number of heavy atoms, smallest number first.
Results follow in this order: KCNQ2 block	Kir21 inh	STK33 kinase inh
- Cc1c(O)cc2n(c1=O)-c1ccccc1C2(C)C
  i	1	-1.6
- Nc1nc(-c2cccnc2)nn1C(=O)c1ccc(F)cc1
  i	0.1	·
- CCOC(=O)CCCNC(=O)COC(=O)c1ccc(O)cc1
  i	1.2	-1.2

Single records, as listed above. Order of screens: KCNQ2 block | Kir21 inh | STK33 kinase inh
COc1cc(OC)c(OC)cc1/C=N/NC(=O)c1ccc(CSc2nc(C)cc(C)n2)cc1 is listed with i | -0.05 | -0.6
CN=C1C([N+](=O)[O-])=CC=C2C1=NC1(CCCCC1)N2O is listed with i | 2 | 0.5
